Bioassay records (PubChem BioAssay)
phage Ecoli inh: E. coli growth loss with phage present; growth absorbance; inhibition, % at 11.9 µM; 0.26% of 360,000 active; AID 651602; in the data active means inhibition above about 11%
HTR5A inv ctr: inverse agonist of human HTR5A in OPRM1-OPRD1 counter-screen; 0.083% of 340,000 active; HTR5A cell line, luminescence, inverse agonism; P47898; inhibition, % at 9.3 µM; in the data active means inhibition mostly above about 23%, no sharp cut-off; inactive means mostly below about 18%;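 further: 0% = cells with DMSO and 100% = no-cell wells with DMSO; some compounds called inactive have numbers as strong as hits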
Target sequence (P47898 whole entry, looked up): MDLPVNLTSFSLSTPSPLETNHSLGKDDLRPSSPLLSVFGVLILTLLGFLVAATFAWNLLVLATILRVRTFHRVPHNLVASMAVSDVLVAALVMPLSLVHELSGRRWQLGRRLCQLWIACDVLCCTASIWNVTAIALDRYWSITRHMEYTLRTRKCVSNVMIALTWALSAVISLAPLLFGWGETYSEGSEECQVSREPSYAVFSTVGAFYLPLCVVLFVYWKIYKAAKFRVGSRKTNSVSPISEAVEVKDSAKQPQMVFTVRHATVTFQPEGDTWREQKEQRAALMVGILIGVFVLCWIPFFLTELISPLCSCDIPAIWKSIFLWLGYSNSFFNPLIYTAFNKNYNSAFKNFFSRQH
Ecoli viability: counter-screen for AddAB inhibitors: E. coli growth inhibition; inhibition, % at 11.9 µM; 0.27% of 330,000 active; AID 449728; E. coli V3065 growth, OD600 absorbance, 18 h;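 active means inhibition above the campaign's mean inhibition across all tested compounds plus 3 SD, cut at about 9.9% in these data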;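 further: uninfected addAB+ strain grown without phage in ampicillin broth; 0% = DMSO wells and 100% = ciprofloxacin 0.95 µg/ml wells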
HTR5A ag ctr: activates human HTR5A in OPRM1-OPRD1 agonist counter-screen; AID 504692; HTR5A agonist assay, luminescence, cell-based; activation, % at 9.3 µM; 0.61% of 340,000 active; P47898; in the data active means activation mostly above about 9.5%, no sharp cut-off; inactive means mostly below about 7.6%;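 further: 0% = cells with vehicle only and 100% = reference agonist; strong numbers were not always called active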
AddAB inh: less growth of phage-infected E. coli with AddAB; E. coli expressing H. pylori AddAB, absorbance growth; inhibition, % at 11.9 µM; 0.29% of 330,000 active; AID 435030; in the data active means inhibition above about 12%;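 further: 0% = vehicle wells of infected cells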
SUMO Mot1 rescue: inhibitors of SUMOylation pathway: yeast Mot1-301 growth rescue | growth rescue, % at 18.8 µM | S. cerevisiae Mot1-301 growth rescue, ATP luminescence, 38.5C; percent above DMSO median, 100 means doubled | 1% of 320,000 active;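 active means every valid replicate shows activation above 250% relative to neutral control wells; inactive means the rest, any valid replicate at or below 250%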;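 further: OY570 slx delta 5 strain wells were the positive control but not used for scaling; some compounds called inactive have numbers as strong as hits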
DAGLB inhibitor: diacylglycerol lipase beta (human) inhibition | Q8NCG7 | HEK293T DAGLB membrane lysate, EnzChek fluorogenic substrate | inhibition, % at 5.17 µM | 0.059% of 340,000 active; in the data active means inhibition above about 34%;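 further: 0% = enzyme with vehicle and 100% = wells lacking enzyme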
PKA-R1A activ: activators of PKA-R1A complex; PKA-R1A dissociation, Cy5-IP20 fluorescence polarization; scaled: DMSO 0%, 113 µM cGMP 100%; P00514+P68181; AID 504707; activation, % at 11.4 µM; 0.083% of 340,000 active;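 active means percent activation above the mean of all tested compounds plus 3 SD, cut at about 19% in these data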;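 further: higher means more PKAc released from R1A so a rise in polarization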
Tat export inh: blocks Tat-dependent protein export in E. coli; E. coli MC4100 TorA-mCherry Tat export, fluorescence; AID 488895; 0.036% of 340,000 active; inhibition, % at 10 µM;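 active means mean replicate inhibition at least 50% and at least half of replicates individually reaching 50%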;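 further: exported cargo escapes ClpAP degradation while cytoplasmic cargo is degraded and loses fluorescence; 0% = median of neutral control wells and 100% = median of NaSCN control wells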
CDK5 p35 inh: inhibitors of human CDK5/p35 kinase; Q00535+Q15078; Recombinant CDK5/p35, ADP-Glo luminescence, 60 min; inhibition, % at 10 µM; 0.01% of 330,000 active; AID 488839;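 active means highest replicate inhibition of at least 50% and at least 75% of replicates reaching 50%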;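 further: plate controls were DMSO neutral control for no effect and GW8510 at 10 µM for full effect; many of its hits are not listed in these tables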
PKA-R2B act: PKA-R2B complex activation; P22694+P31323; PKA-R2B holoenzyme dissociation, Cy5-IP20 fluorescence polarization; R2B truncated from residue 108, S112A mutant; 0% DMSO only, 100% 113 µM cGMP; activation, % at 11.4 µM; 0.079% of 340,000 active; AID 504700;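 active means activation above a cutoff set at the mean over all compounds plus 3 SD, cut at about 18% in these data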;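 further: higher means more holoenzyme dissociation and a rise in polarization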
Target sequence (P31323 whole entry, looked up, other chains not shown, the tested form may be a part): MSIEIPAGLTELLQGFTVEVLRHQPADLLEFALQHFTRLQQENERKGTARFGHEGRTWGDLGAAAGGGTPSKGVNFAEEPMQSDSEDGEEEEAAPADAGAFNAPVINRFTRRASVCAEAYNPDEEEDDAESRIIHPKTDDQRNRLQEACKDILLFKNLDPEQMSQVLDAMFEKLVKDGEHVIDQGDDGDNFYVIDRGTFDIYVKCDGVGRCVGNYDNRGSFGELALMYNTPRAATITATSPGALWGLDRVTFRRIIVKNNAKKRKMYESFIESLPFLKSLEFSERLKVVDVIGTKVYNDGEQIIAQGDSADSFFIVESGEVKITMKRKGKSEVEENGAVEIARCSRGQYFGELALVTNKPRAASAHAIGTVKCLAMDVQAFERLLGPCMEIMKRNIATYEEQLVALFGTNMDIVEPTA
An asterisk follows results filed as active; . = not tested or not shown. Rows are unselected; any-hit rate near 2.3%.

Under each structure – AddAB inh, phage Ecoli inh, PKA-R2B act, PKA-R1A activ, DAGLB inhibitor, HTR5A inv ctr, Tat export inh, Ecoli viability, CDK5 p35 inh, HTR5A ag ctr, SUMO Mot1 rescue
COc1ccc(N(C(=O)CNC(=O)c2cccs2)C(C(=O)NCC2CCCO2)c2ccccc2)cc1 (stereo not given)
  2.8, 4.3, 6, 1, 2, -18, 18, -3.0, -2.1, 0, -6
O=c1c2cccc3c2c(nn1CN1CCOCC1)-c1ccccc1-3
  2.8, ., 5, 7, 0, -2, -4, 1.0, 4.7, 2, 68
COC(=O)CCC(=O)N1CN2CN(C(=O)CCC(=O)OC)CC([N+](=O)[O-])(C2)C1
  1.6, -0.9, 7, -4, -1, -12, -7, -1.7, -0.2, -2, 44
Cc1n(N)c2ccccc2[n+]1CC(=O)c1ccccc1
  -0.7, 3.9, -3, -4, -1, -39, 4, 1.3, -0.9, 5, .
CCC[C@@H]1CCCO[C@@](C(=O)NCc2ccc(S(C)(=O)=O)cc2)(C(F)(F)F)C1
  2.3, 1.3, -18, 5, -7, 8, 4, 1.7, 0.9, -3, -11
COc1ccc(CCNC(=O)CNCC2CCCCC2)cc1OC
  1.3, 0.6, -2, 8, -3, -8, -5, -0.3, 1.2, 2, 616
O=C(NC1CCCC1)C(c1cccnc1)N(C(=O)c1csnn1)c1ccccc1 (stereo not given)
  1.7, 0.6, 7, 8, -3, -13, -4, 1.2, -0.2, 4, 43
CCCS(=O)(=O)c1cscc1NC(=O)c1c(-c2c(F)cccc2Cl)noc1C
  0.9, 3.3, -3, 0, -1, -28, -4, -2.5, 0.1, -1, 7
CC(=O)Nc1ccc(C(=O)Nc2cc(C(F)(F)F)ccc2-n2cnc3ccccc32)cc1
  0.3, 0.2, 9, 2, -1, -1, -1, -1.3, -0.1, 1, 65
CC1=C(C)CC(C(=O)Nc2ccc3c(c2)OCO3)C(C(=O)O)C1 (stereo not given)
  -0.8, 4.4, 4, -6, 0, -6, -2, 0.8, -6.9, 2, -21
C/C(N)=C(/C#N)C(=O)CSc1nnnn1-c1ccc(C)cc1
  2.6, 1.6, 5, -5, 1, -3, 12, -2.2, -1.5, 4, 34
CCC(C)c1ccccc1N1CC(C(=O)Nc2ccc(C)c(S(=O)(=O)N3CCOCC3)c2)CC1=O (stereo not given)
  0.2, -1.9, -15, 1, -5, 8, -6, -1.3, -0.5, 6, -9
CC(C)(CNS(=O)(=O)c1ccc2c(c1)OCCO2)N1CCOCC1
  -0.3, 2.4, 3, 4, -1, 8, 1, 1.2, -0.6, 1, 26
O=C(c1cccc(S(=O)(=O)N2CCCC2)c1)N1CCN(c2ccccc2F)CC1
  1.0, 1.8, -7, 0, -1, -5, -4, 2.5, -1.0, 1, 162
CCOc1ccc(N(CC(=O)NCC2CCCO2)C(=O)CCC(=O)Nc2ccccn2)cc1 (stereo not given)
  2.0, -0.2, 4, 1, 3, 2, -8, 2.4, 0.2, 0, 13
COc1cc(C(=O)NCCCC2CCCC2)ccc1OC1CCN(C(C)=O)CC1
  ., 0.5, -1, -13, 2, 10, 0, ., 0.9, -1, .
CCOc1ccc(N2CC(C(=O)Nc3cc(OCC)c(N4CCOCC4)cc3OCC)CC2=O)cc1 (stereo not given)
  ., 0.0, -19, -14, 2, -18, -2, ., 1.1, -3, .
Cc1ccc(-c2csc(Cc3nc(-c4cc5ccccc5oc4=O)cs3)n2)cc1
  2.5, 2.0, -2, -7, -7, 2, -18, -1.6, 4.5, -1, -20
COc1ccc(-n2nc(C(=O)NCC(=O)NCCCN3CCC(C)CC3)c3ccccc3c2=O)cc1Cl
  -0.3, 1.7, -15, -4, 2, 4, 0, -0.9, -0.6, -1, -12
CCOC(=O)c1c(C)[nH]c(C(=O)OCC(=O)NC2(C#N)CCCCC2)c1C
  2.4, -1.1, 1, 4, -1, 9, -4, 5.6, 0.5, -4, -4
COc1ccc(/C=N/NC(=O)c2ccccc2O)cc1CN1CCOCC1
  -0.4, 1.0, 1, -6, 2, 5, -1, 0.1, 1.7, -2, -12
Brc1ccc2c(c1)OCCOCCOc1cc(Br)ccc1OCCOCCOCCO2
  1.4, ., -12, -5, -16, -31, 5, -3.7, 1.2, 6, -14
COc1ccc(C(=O)c2cccc(C(=O)c3ccc(OC)c(C)c3)c2)cc1C
  ., -0.3, 6, 6, -2, -16, -2, ., 0.4, 4, .
O=C(CSc1nc2ccccc2s1)NNC(=S)Nc1ccc(Br)cc1
  0.0, 0.7, -5, 8, 5, -10, -3, -0.9, -0.3, -4, -10
COc1ccccc1NS(=O)(=O)c1cc(C(=O)NCCN2CCOCC2)ccc1Cl
  3.7, 2.5, 1, -1, 1, -6, -2, 0.2, -15, 3, -8
COc1ccc(CC(=O)Nc2cc(S(=O)(=O)N3CCOCC3)ccc2N2CCOCC2)cc1
  1.2, 0.8, 11, 8, 0, 4, -6, 0.2, 3.5, -2, 3
CC1CCc2sc3ncnc(N4CCN(C)CC4)c3c2C1 (stereo not given)
  ., -0.5, -6, -3, -5, 14, 1, ., 1.5, -4, .
C/C(=N\NC(=O)COc1ccc(C(C)(C)C)cc1)c1ccc(-n2ccnc2)cc1
  3.2, 2.0, 7, -1, -1, 13, 2, 1.0, -0.4, -5, -4
O=C(N/N=C\c1c(O)ccc2ccccc12)c1ccc(O)cc1
  6.0, 0.2, -8, -5, 3, 13, 3, -3.4, 1.5, 6, 47
Nc1nc(-c2ccco2)nn1C(=O)c1ccccc1Cl
  ., 0.3, -2, -7, -1, 26, 3, ., 1.6, -2, .

Next section, overlapping the part above by 2 compounds.
Under each structure – AddAB inh, phage Ecoli inh, PKA-R2B act, PKA-R1A activ, DAGLB inhibitor, HTR5A inv ctr, Tat export inh, Ecoli viability, CDK5 p35 inh, HTR5A ag ctr, SUMO Mot1 rescue
O=C(N/N=C\c1c(O)ccc2ccccc12)c1ccc(O)cc1
  6.0, 0.2, -8, -5, 3, 13, 3, -3.4, 1.5, 6, 47
Nc1nc(-c2ccco2)nn1C(=O)c1ccccc1Cl
  ., 0.3, -2, -7, -1, 26, 3, ., 1.6, -2, .
COc1cnn(-c2cccc(C)c2)c(=O)c1Cl
  4.5, 5.1, 0, -3, -1, -6, 11, 2.1, -0.6, 2, 18
c1ccc(Nc2nc(N3CCOCC3)c3ccccc3n2)cc1
  1.1, 0.4, 11, 5, 1, -15, -10, 1.4, 0.7, 5, -12
COc1ccc(NC(=O)CN2CCOCC2)cc1S(=O)(=O)N1CCCCC1
  1.3, -0.8, 1, 1, 1, 4, -6, -2.3, -4.7, -2, -4
COc1cccc(/C=N/n2nnnc2N)c1OCC#N
  0.8, 4.6, 5, -2, -1, -5, -1, -0.2, 0.2, 4, 5
CC1(C)CC2(CCCN(C(=S)Nc3ccccc3)C2)CCO1 (stereo not given)
  0.8, 0.2, 3, -19, 1, 2, 9, 1.5, -4.9, -1, 2
C=CCSc1nc(N(CC)CC)c2sccc2n1
  0.9, 3.8, -1, -11, -3, -11, -2, 0.7, 1.6, 3, 32
Cc1ccc(CNC(=O)CC(C)S(=O)(=O)c2ccc3c(c2)NC(=O)CO3)cc1 (stereo not given)
  0.8, -0.8, -3, -4, 2, 10, -11, -2.1, -1.2, 2, 13
CC(C)OP(=O)(OC(C)C)C1(O)C(=O)Nc2ccc(Br)cc21 (stereo not given)
  0.2, 3.9, -5, -4, 1, -13, -5, 0.2, -1.1, 5, 135
CN1CCN(C(CNC(=O)Nc2ccc(Cl)cc2)c2ccc(F)cc2)CC1 (stereo not given)
  3.2, -0.2, 1, -1, -1, -10, 3, -3.8, -3.6, 6, 5
Cc1ccc(S(=O)(=O)N2CCOCC2)cc1C(=O)N1CCN(c2ccc(C(F)(F)F)cn2)CC1
  -1.6, 0.4, 4, -1, -2, -1, -4, -1.6, 1.4, 0, -10
CCN(CC)c1ccc(NS(=O)(=O)c2cn(C)c(=O)n(C)c2=O)c(C)c1
  1.3, 2.2, 4, -9, -2, -12, -4, -0.4, -2.3, 4, 6
C/C=C(\C)CN1CCC(n2nccc2NC(=O)CCc2ccccc2)CC1
  2.2, -0.7, -5, -3, 2, 7, 7, 1.1, 0.5, -4, -12
CCOCCn1[nH]c2ccccc2c1=O
  0.8, 0.6, -10, -8, -1, -11, -8, 1.1, 0.4, -2, 18
CCOC(=O)c1c(C)[nH]c(C(=O)CSc2nnc(-c3cccs3)n2Cc2ccccc2)c1C
  4.1, 1.4, -13, 6, -1, -5, 5, -1.3, -2.9, 2, .
CCn1nc(C)c(/C=N/NC(=S)Nc2ccc(Cl)cc2Cl)c1C
  2.4, 0.6, -1, -1, -5, -19, -4, 0.1, -1.3, 6, 3
CCn1ccc(C(=O)NC2CCCC2)n1
  -0.7, 2.5, 12, 3, 0, 14, 4, 0.2, 0.9, 0, 5
N#C/C(=C\c1c(N2CCN(c3ccccc3)CC2)nc2ccccn2c1=O)S(=O)(=O)c1ccccc1
  2.7, 1.9, -12, 4, 2, 7, 1, -1.1, 0.1, 0, -4

Another view of part of the listing above:
SMILES	AddAB inh	phage Ecoli inh	PKA-R2B act	PKA-R1A activ	DAGLB inhibitor	HTR5A inv ctr	Tat export inh	Ecoli viability	CDK5 p35 inh	HTR5A ag ctr	SUMO Mot1 rescue
COc1ccc(NC(=O)CN2CCOCC2)cc1S(=O)(=O)N1CCCCC1	1.3	-0.8	1	1	1	4	-6	-2.3	-4.7	-2	-4
COc1cccc(/C=N/n2nnnc2N)c1OCC#N	0.8	4.6	5	-2	-1	-5	-1	-0.2	0.2	4	5
CC1(C)CC2(CCCN(C(=S)Nc3ccccc3)C2)CCO1 (stereo not given)	0.8	0.2	3	-19	1	2	9	1.5	-4.9	-1	2
